Assay outcomes deposited in PubChem by several laboratories.
MITF TRPM1 inh = inhibitors of MITF-driven TRPM1 promoter in melanoma cells. actives 0.83% (n = 330,000). SK-MEL-5 TRPM1 promoter luciferase, 24 h. inhibition, % at 12.5 µM;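 active = mean inhibition across replicates of 60% or more, whatever share of single replicates reaches that level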; note: values of inactives mirror those of a sister screen read the other way
Peg3 prom inh = Peg3 promoter activity inhibition. HeLa PEG-Prom luciferase reporter, luminescence, overnight. inhibition, % at 20 µM. actives 1.7% (n = 360,000). AID 588405;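 active = inhibition of at least 50% at 20 µM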
hiPSC survival = enhancers of human iPSC single-cell survival | hiPSC single-cell survival, ATPlite luminescence; 100% = ROCK inhibitor wells, 0% = DMSO | survival enhancement, % at 20 µM | actives 0.044% (n = 360,000) | AID 602274; in the data active = survival enhancement above about 18%;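 note: cells exposed to compounds for 16 hours before the ATP read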
NR2E3 ag-1 = human photoreceptor-specific nuclear receptor agonism | inhibition of corepressor binding, % at 3.98 µM | CHO-S Gal4-NCOR/VP16-NR2E3 two-hybrid, luciferase | actives 0.35% (n = 360,000) | Q9Y5X4 | AID 602229;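 active = inhibition above the mean of all tested compounds plus 3 SD, cut at about 70% in these data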;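 note: 0% = DMSO with NR2E3 transfected cells and 100% = cells lacking NR2E3 construct; higher means lower luciferase signal from less NR2E3 corepressor binding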
Target sequence (Q9Y5X4 whole entry, looked up, the tested form may be a part): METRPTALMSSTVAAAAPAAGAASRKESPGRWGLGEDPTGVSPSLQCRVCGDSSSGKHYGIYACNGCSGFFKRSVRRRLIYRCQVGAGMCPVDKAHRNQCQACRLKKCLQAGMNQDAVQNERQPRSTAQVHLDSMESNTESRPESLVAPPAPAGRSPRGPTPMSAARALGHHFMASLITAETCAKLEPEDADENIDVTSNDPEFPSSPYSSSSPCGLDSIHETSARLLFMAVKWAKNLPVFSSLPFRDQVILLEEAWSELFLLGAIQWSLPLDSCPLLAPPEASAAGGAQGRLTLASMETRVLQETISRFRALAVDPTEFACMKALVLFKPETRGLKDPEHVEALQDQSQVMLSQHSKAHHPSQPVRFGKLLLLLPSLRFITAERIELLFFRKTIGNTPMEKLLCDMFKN
KKLEB tox = counter-screen for CF NF-kB inhibitors: cytotoxicity; KKLEB CF airway cells viability, ATPlite luminescence, overnight; hits give low values; cells stimulated with P. aeruginosa culture filtrate; activity change (cytotoxicity), % at 5 µM; actives 0.36% (n = 360,000);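 active = corrected activity change at or below -50% at 5 µM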
HIF-2a block = inhibitors of HIF-2a; 786-0 RCC cells HIF-2a reporter, luciferase luminescence, overnight; inhibition, % at 18.8 µM; actives 0.72% (n = 360,000);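 active = inhibition of the luminescence signal of 40% or more relative to plate controls, in a single-dose primary screen at 18.75 µM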
Shn3 inh set2 = inhibitors of Schnurri-3 3'UTR reporter in osteoblasts | Clone20 osteoblast Shn3 3'UTR firefly luciferase, 24 h | inhibition, % at 12.5 µM | actives 0.52% (n = 360,000);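 active = mean inhibition of at least 75% with every replicate also reaching 75%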;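 note: 0% = median of neutral control wells and 100% = pilot-screen positive control compound; some compounds past the cut are filed as inactive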
NR2E3 ag-2 = activates human photoreceptor nuclear receptor NR2E3; AID 2300; actives 0.12% (n = 320,000); GST-NR2E3/biotin-RetCOR TR-FRET, 1536-well; Q9Y5X4; inhibition of corepressor binding, % at 4.78 µM;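 active = percent inhibition above the cutoff of mean plus 3 SD of all tested compounds, set per screening campaign, cut at about 20% in these data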;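 note: 0% = DMSO wells and 100% = biotin wells as full block of FRET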
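Test system: GST-NR2E3 and biotin-RetCOR proteins | Quantity: 1.35 nM GST-tagged NR2E3 final | Medium: Tris pH 7.5 | Also added: 7 nM biotin-RetCOR | Dosing: Compound at 4.8 µM, single dose | Timing: 5 h at 4 °C | Detection: Time-resolved FRET | Read-out basis: Percent inhibition | Benchmarks: Biotin wells as high control, 0.6% DMSO wells as low control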
aDG glyco act = increases alpha dystroglycan glycosylation | Pro5-aDG cells, alpha-DG glycosylation AlphaScreen (IIH6); 0% Pro5, 100% B10-LARGE cell signal | activation, % at 10 µM | actives 0.22% (n = 360,000);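 active = activation of at least 8% versus controls, or a plate z-score of at least 8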;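 note: Pro5 are CHO cells carrying HIG-tagged alpha-DG that lacks glycosylation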
TWEAK-Fn14 inh = inhibitors of TWEAK-Fn14 interaction signaling | inhibition, % at 10 µM | TWEAK-stimulated Fn14 reporter cells, luciferase luminescence, 8 h | AID 1159606 | actives 2% (n = 360,000); in the data active = inhibition above about 50%
CF NFkB inh = inhibitors of cystic fibrosis induced NF-kB | KKLEB NF-kB-GFP reporter, PAF-induced, GFP fluorescence overnight | inhibition, % at 5 µM | actives 0.86% (n = 360,000) | AID 588850;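 active = at least 50% inhibition at 5 µM, scaled per plate between neutral and stimulator controls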;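 note: PAF is a Pseudomonas aeruginosa culture filtrate used as stimulus; plate controls were PAF-stimulated DMSO wells for no effect and unstimulated DMSO wells for full effect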
* hit, by the source's call; . = no result given. Rows were taken by chance (roughly 4.4% active in at least one column).

no.	smiles	HIF-2a block	NR2E3 ag-2	aDG glyco act	hiPSC survival	CF NFkB inh	TWEAK-Fn14 inh
1	O=C(CSc1ncccc1C(=O)O)NCCC1=CCCCC1	18	-1	-0.2	-2.4	3	0
2	Cc1nn(C)cc1S(=O)(=O)NC1CCCC1	11	-2	-0.1	-2.4	4	-5
3	Cc1nn(-c2ccccc2)nc1CNC(=O)C(C)Cc1ccccc1 (centres undefined)	15	2	0.1	-0.9	-3	-9
4	C[C@@H]1CN([C@H](C)CO)C(=O)CCCn2cc(nn2)CO[C@H]1CN(C)C(=O)Nc1ccc(-c2cccs2)cc1	-15	.	0.0	5.0	-24	-25
5	COc1ccc(/C=N/OCC(=O)OCC(=O)N(C)c2ccccc2)cc1	5	3	0.0	0.6	11	5
6	O=C(COC(=O)[C@H](Cc1ccccc1)NC(=O)c1cccs1)Nc1cc(F)ccc1F	3	-4	-0.1	4.2	14	11
7	CCOC(=O)NC(O)C(=O)c1ccc(F)cc1 (centres undefined)	20	3	0.1	-2.4	6	7
8	COC(=O)C(C)Sc1nc2c(c(=O)[nH]c(=O)n2C)n1CCC(C)C (centres undefined)	33	-1	0.1	-3.0	-13	-23
9	CC(C)CCOc1ccc(C(=O)N2CCCC2C(=O)O)cc1 (centres undefined)	2	2	0.4	-1.1	-5	-6
10	CC(C)N1CCN(Cc2ccccc2-c2ccco2)CC1CCO (centres undefined)	8	1	0.7	1.3	-55	16
11	COCCC(=O)N1CCC(Oc2ccc(C(=O)N3CCCC(OC)C3)cc2)CC1 (centres undefined)	3	-1	-0.1	-0.4	-11	-11
12	Cc1noc(C)c1CSCC(=O)OCc1nc2ccccc2c(=O)n1CC#N	-5	-3	-0.2	-1.6	-7	13

no.	Shn3 inh set2	MITF TRPM1 inh	KKLEB tox	NR2E3 ag-1	Peg3 prom inh
1	-13	15	2	12	13
2	-4	7	-1	-23	8
3	3	6	4	-35	7
4	-22	.	8	3	-3
5	-25	-4	-7	7	-6
6	-1	5	-4	-3	4
7	1	6	4	-17	-1
8	7	3	-3	-8	4
9	0	7	20	41	7
10	5	10	2	9	-5
11	1	5	10	27	2
12	0	12	5	20	21

Continued; the last 3 above are carried over.
no.	smiles	HIF-2a block	NR2E3 ag-2	aDG glyco act	hiPSC survival	CF NFkB inh	TWEAK-Fn14 inh
10	CC(C)N1CCN(Cc2ccccc2-c2ccco2)CC1CCO (centres undefined)	8	1	0.7	1.3	-55	16
11	COCCC(=O)N1CCC(Oc2ccc(C(=O)N3CCCC(OC)C3)cc2)CC1 (centres undefined)	3	-1	-0.1	-0.4	-11	-11
12	Cc1noc(C)c1CSCC(=O)OCc1nc2ccccc2c(=O)n1CC#N	-5	-3	-0.2	-1.6	-7	13
13	CCc1nc2ccc(C(=O)Nc3cccc(OCC(=O)N(C)C)c3)cn2c1N(CCC(C)C)CCN(C)C	-1	.	-0.1	-0.1	-12	-6
14	O=C(c1cccc(Cl)c1)N1CCN(c2ncccn2)CC1	-3	.	0.0	1.4	9	9
15	COc1c2c(nc3occc13)C(CC=C(C)C)(OC)C(=O)C=C2 (centres undefined)	15	-1	-0.2	-0.1	-3	2
16	CC(OC(=O)C1CC1)C(=O)Nc1ncc(Cl)cc1Cl (centres undefined)	-2	-2	0.0	0.2	0	9
17	CC(=O)c1ccc(NC(=S)N2CCCC2)cc1	-51	.	0.5	0.1	-5	9
18	O=C(CCCn1nnnc1CN1CCOCC1)N1CCC(c2ccccc2Cl)C1 (centres undefined)	-5	-2	0.0	-0.2	9	-6
19	CC(C)n1c(C(O)c2ccc3c(c2)OCO3)nc2ccccc21 (centres undefined)	8	-2	0.0	-1.0	-1	12
20	CC(C)C1N(C(=O)CN2CCCCC2)CCN1S(=O)(=O)c1ccccc1 (centres undefined)	3	5	0.1	1.5	7	-5
21	CCOc1ccc(C(C)NC(=O)C2CCCC2)cc1 (centres undefined)	17	-2	-0.1	2.9	-3	14
22	CC(=O)c1c(C(C)=O)c(C)n(C(c2ccccc2)c2ccccc2)c1C	16	0	0.0	-0.3	-2	8
23	Cc1ccccc1NC(=O)OCc1cccnc1Sc1ccc(Cl)cc1	-18	2	0.5	-1.5	9	5
24	Clc1ccc(SCc2cc(-c3ccccc3)on2)cc1	-148	2	0.6	4.5	-11	-5

no.	Shn3 inh set2	MITF TRPM1 inh	KKLEB tox	NR2E3 ag-1	Peg3 prom inh
10	5	10	2	9	-5
11	1	5	10	27	2
12	0	12	5	20	21
13	-3	.	7	17	4
14	17	-2	2	12	-5
15	2	3	16	-28	1
16	10	-9	-3	-37	6
17	-23	-16	9	-10	-51
18	14	1	8	10	-2
19	6	11	-9	0	11
20	4	-6	-3	-2	0
21	17	3	-2	15	9
22	-3	-18	-5	-2	9
23	5	4	-2	-10	8
24	-17	-3	-6	-31	-101

Whole records, looked up by structure. Order of screens: HIF-2a block, NR2E3 ag-2, aDG glyco act, hiPSC survival, CF NFkB inh, TWEAK-Fn14 inh, Shn3 inh set2, MITF TRPM1 inh, KKLEB tox, NR2E3 ag-1, Peg3 prom inh
Results for O=C(COC(=O)[C@H](Cc1ccccc1)NC(=O)c1cccs1)Nc1cc(F)ccc1F = 3, -4, -0.1, 4.2, 14, 11, -1, 5, -4, -3, 4
Results for O=C(c1cccc(Cl)c1)N1CCN(c2ncccn2)CC1 = -3, ., 0.0, 1.4, 9, 9, 17, -2, 2, 12, -5
Results for O=C(CCCn1nnnc1CN1CCOCC1)N1CCC(c2ccccc2Cl)C1 (centres undefined) = -5, -2, 0.0, -0.2, 9, -6, 14, 1, 8, 10, -2

Going on with the list:
no.	smiles	HIF-2a block	NR2E3 ag-2	aDG glyco act	hiPSC survival	CF NFkB inh	TWEAK-Fn14 inh
25	O=C(O)c1ccc(NCc2ccc(Br)cc2)cc1	-23	0	0.1	0.5	3	-1
26	Cc1cccc(C(=O)NCCCN2CCCC2=O)c1	-3	2	-0.1	4.0	3	4
27	CSc1nnc(-c2cc[n+](C)cc2)n1CCO	12	2	-0.2	-0.1	2	10
28	COc1ccc(C2=NS(=O)(=O)N(C)C(C(=O)NC(C)c3ccccc3)=C2)cc1OC (centres undefined)	5	0	-0.2	0.4	-4	-36
29	CCC(C)[C@H](NC(=O)OC(C)(C)C)c1nnc(SCc2c(C)[nH]c(=O)[nH]c2=O)o1 (some centres undefined)	6	0	0.5	0.1	10	-16
30	CC(NC(=O)C1CCCN1S(=O)(=O)c1ccc2c(c1)n(C)c(=O)c(=O)n2C)c1ccccc1 (centres undefined)	15	4	-0.1	0.0	7	19
31	CCOc1ccc(NC2=NCC(=O)N2Cc2cccs2)cc1	0	3	-0.1	-3.3	0	-2
32	O=C(O)CSc1c2ccccc2cc2ccccc12	-95	-4	-0.1	0.0	-17	-34
33	O=C(CCCCCn1c(=S)[nH]c2cc3c(cc2c1=O)OCO3)N1CCN(c2ccccc2)CC1	0	-1	-0.1	-0.6	19	-20
34	O=c1cc(C(F)(F)F)[nH]c2ccc(OC(F)(F)F)cc12	-15	1	-0.1	-0.6	26	-4
35	COc1ccc(C2CC(=O)C(CS(=O)(=O)c3ccccc3)C(=O)C2)cc1 (centres undefined)	15	2	-0.2	0.5	6	4
36	COc1cc(CCC(=O)OCC(=O)NC2CCCC(C)C2C)cc(OC)c1OC (centres undefined)	7	2	-0.3	-0.6	-2	39

no.	Shn3 inh set2	MITF TRPM1 inh	KKLEB tox	NR2E3 ag-1	Peg3 prom inh
25	-3	-10	3	-23	-12
26	-9	-8	3	-15	-8
27	7	4	5	7	4
28	-14	-10	-10	-41	7
29	6	-4	5	-14	3
30	4	12	4	3	14
31	-9	4	-7	-6	5
32	7	-22	16	-18	-21
33	24	4	4	-13	17
34	6	.	-4	79*	38
35	3	7	-2	-9	-2
36	-12	3	4	-35	2

The closing two compounds of the section before lead into the next:
no.	smiles	HIF-2a block	NR2E3 ag-2	aDG glyco act	hiPSC survival	CF NFkB inh	TWEAK-Fn14 inh
35	COc1ccc(C2CC(=O)C(CS(=O)(=O)c3ccccc3)C(=O)C2)cc1 (centres undefined)	15	2	-0.2	0.5	6	4
36	COc1cc(CCC(=O)OCC(=O)NC2CCCC(C)C2C)cc(OC)c1OC (centres undefined)	7	2	-0.3	-0.6	-2	39
37	CCOC(=O)C(C)Oc1cccc2c(=O)n(CC(=O)NCCc3ccc(OC)c(OC)c3)ccc12 (centres undefined)	5	-2	-0.3	-2.2	1	3
38	c1ccc(CN2CCN(CCOCCOc3ccc4c(c3)CCC4)CC2)cc1	4	-2	1.1	-0.2	-8	14
39	CCN1CCN(CC(=O)N2N=C(c3ccc(OC)cc3)CC2c2ccc(OC)cc2)C(=O)C1=O (centres undefined)	3	2	-0.1	-0.6	-10	28
40	CN(Cc1c(F)cccc1Cl)C(=O)CNC(=O)c1ccc2c(c1)OCO2	-98	0	0.2	0.1	4	-16
41	COCCN(C(=S)Nc1ccccc1C)C(C)c1ccco1 (centres undefined)	9	0	0.3	1.6	14	1
42	O=C(Nc1ccc(Br)cn1)c1coc(=O)c(Br)c1	10	-1	0.1	-0.3	6	-15
43	CCN=c1scc(-c2ccccc2)n1/N=C/c1ccccn1	-25	1	1.4	-6.2	-43	92*
44	Nc1ccc(OCc2ccccc2)cc1[N+](=O)[O-]	-191	.	-0.7	-0.8	-19	0
45	O=C(Cn1c(C(F)(F)F)nc2ccccc21)NCCCN1CCOCC1	9	-3	-0.3	-2.1	-7	0
46	CCN(CC)S(=O)(=O)c1cc(NC(=O)CCNC(=O)c2ccccc2Cl)ccc1C	11	-3	-0.3	-2.1	6	-6
47	Cc1nn(S(=O)(=O)c2ccc(F)cc2)c(C)c1S(=O)(=O)N1CCCCC1	6	-1	-0.2	-0.5	2	4

no.	Shn3 inh set2	MITF TRPM1 inh	KKLEB tox	NR2E3 ag-1	Peg3 prom inh
35	3	7	-2	-9	-2
36	-12	3	4	-35	2
37	-4	.	-4	-26	10
38	17	10	6	35	2
39	8	3	6	9	2
40	-13	-23	1	-53	-76
41	2	-1	9	-2	21
42	-6	-12	4	3	7
43	49	-3	-20	-151	-45
44	-11	-14	25	-40	-117
45	9	3	-2	-1	4
46	20	2	8	-3	6
47	-14	4	6	12	-8
